# HCV NS3 hel inh – inhibitors of HCV NS3 helicase, primary screen, biochemical, Cy5 molecular beacon fluorescence; hit rate 0.56% among 290,000; NS3 helicase DNA unwinding; Hepatitis C virus NS3 helicase; AID 1800, 2009; inhibition, % at 10.9 µM;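 active = inhibition above the mean of all tested compounds plus 3 SD, set per campaign, cut at about 35% in these data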;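 also: 0% = DMSO wells and 100% = thioflavine S control wells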
#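 Control set: DMSO versus 110 µM thioflavine S; Material: NS3 helicase fragment of HCV; Measured by: Cy5 fluorescence at 0 and 60 min, beacon hairpin quenching; Read-out basis: percent inhibition from t60/t0 fluorescence ratio; Times: reaction time 60 min, 25 °C; Repeats: single replicate; Compound dosing: single dose, 10.9 µM nominal final, DMSO 0.8% final.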
# IMP-1 inh – IMP-1 metallo-beta-lactamase inhibitors, primary screen, biochemical, epi-absorbance readout, Pseudomonas aeruginosa enzyme; inhibition, % at 5.6 µM; purified IMP-1, nitrocefin hydrolysis, epi-absorbance fluorescence; hit rate 0.45% among 290,000; AID 1556, 2009;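 active = inhibition above the mean plus 3 SD of all compounds in the same screening run, cut at about 4.5% in these data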;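 also: 0% = IMP-1 with DMSO and 100% = DMSO wells lacking enzyme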
#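 Material – recombinant IMP-1 enzyme, purified · Amount – IMP-1 0.2 nM before substrate addition · Medium – HEPES buffer pH 7.1 with ZnSO4 and Brij 35 · Timing – 25 °C, 15 min preincubation, 25 min reaction · Measured by – plate fluorescence quenching by hydrolysis product, ex 480/em 530 nm · Read-out – percent enzyme inhibition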
# PHOSPHO1 inh – PubChem AID 1565; Phosphoethanolamine/phosphocholine phosphatase (Homo sapiens), Q8TCT1; recombinant PHOSPHO1, absorbance phosphatase assay; inhibition, % at 13.3 µM; hit rate 1.1% among 290,000; in the data active = inhibition above about 60%
# Target sequence (Q8TCT1 whole entry, looked up): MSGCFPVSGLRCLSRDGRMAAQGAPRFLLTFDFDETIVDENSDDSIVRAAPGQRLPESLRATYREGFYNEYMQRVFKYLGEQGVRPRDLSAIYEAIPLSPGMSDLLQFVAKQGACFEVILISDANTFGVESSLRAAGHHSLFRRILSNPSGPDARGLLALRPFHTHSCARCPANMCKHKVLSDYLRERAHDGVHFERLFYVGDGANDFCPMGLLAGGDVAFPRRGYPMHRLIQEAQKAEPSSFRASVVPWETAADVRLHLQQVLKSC
# IDE act – human IDE activators in live cells, primary screen, fluorescence polarization, HEK cells, FAbeta-B substrate | Insulin-degrading enzyme (Homo sapiens), P14735 | FAbeta-B cleavage; 0% vehicle, 100% cell-free pure enzyme wells | activation, % at 5.96 µM | hit rate 0.073% among 340,000;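 active = activation above the mean of all tested compounds plus 3 SD, set per screening campaign, cut at about 17% in these data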
# pCIP destab – p/CIP-EGFP fusion destabilizers, primary screen, fluorescence, F442A cells; Q05BA5; 16 h; decrease of EGFP signal, % at 10 µM; hit rate 0.01% among 290,000; AID 1984, 2009;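 active = EGFP signal decrease of at least 30% at 10 µM or well 3 SD below plate mean, unless failing retest; inactive = the rest, including hits failing retest or dose response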; also: some compounds called inactive have numbers as strong as hits; many of its hits are not listed in these tables
# DNA FID counter – compounds displacing fluorescent DNA intercalator, primary screen, artefact control for HCV NS3 helicase inhibitor project, biochemical, FID fluorescence; DNA fluorescent intercalator displacement; inhibition, % at 7.9 µM; hit rate 0.17% among 290,000; in the data active = inhibition above about 37%;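 also: 0% = vehicle and 100% = reference compound; higher means more ethidium bromide displaced from hairpin DNA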
# SUMO HTRF inh – inhibitors of in vitro SUMOylation cascade, primary screen, biochemical, HTRF, uHTS | SUMO-conjugating enzyme UBC9 (Homo sapiens), P63279 | HTRF SUMOylation assay, SAE1/SAE2 + UBC9 | inhibition, % at 35 µM | hit rate 0.36% among 290,000 | AID 2006, 2009; in the data active = inhibition above about 50%, passing the limit was not always enough; also: strong numbers were not always called active
# Target sequence (P63279 whole entry, looked up): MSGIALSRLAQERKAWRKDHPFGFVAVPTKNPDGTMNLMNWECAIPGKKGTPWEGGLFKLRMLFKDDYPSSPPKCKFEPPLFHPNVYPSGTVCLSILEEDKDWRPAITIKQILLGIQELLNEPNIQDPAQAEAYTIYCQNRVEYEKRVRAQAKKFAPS
# MEKK3 PB1 HTS – modulators of MEKK3-MEK5 PB1 binding, primary screen, biochemical, wildtype MEKK3, multiplex bead flow cytometry, Alexa488-MEK5; Mitogen-activated protein kinase kinase kinase 3 (Homo sapiens), Q99759; bead-based flow cytometry, Alexa488-MEK5 binding to MEKK3; actives lie on both sides; 0 = blocked by unlabeled MEK5, 100 = vehicle; binding response (% of control), % at 10 µM; hit rate 1.4% among 290,000;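 active = binding response more than 3 SD above or below the average of its plate-row segment, actives on both sides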;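 also: Alexa488 bead fluorescence after subtracting the streptavidin-only scavenger bead signal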
# Target sequence (Q99759 whole entry, looked up): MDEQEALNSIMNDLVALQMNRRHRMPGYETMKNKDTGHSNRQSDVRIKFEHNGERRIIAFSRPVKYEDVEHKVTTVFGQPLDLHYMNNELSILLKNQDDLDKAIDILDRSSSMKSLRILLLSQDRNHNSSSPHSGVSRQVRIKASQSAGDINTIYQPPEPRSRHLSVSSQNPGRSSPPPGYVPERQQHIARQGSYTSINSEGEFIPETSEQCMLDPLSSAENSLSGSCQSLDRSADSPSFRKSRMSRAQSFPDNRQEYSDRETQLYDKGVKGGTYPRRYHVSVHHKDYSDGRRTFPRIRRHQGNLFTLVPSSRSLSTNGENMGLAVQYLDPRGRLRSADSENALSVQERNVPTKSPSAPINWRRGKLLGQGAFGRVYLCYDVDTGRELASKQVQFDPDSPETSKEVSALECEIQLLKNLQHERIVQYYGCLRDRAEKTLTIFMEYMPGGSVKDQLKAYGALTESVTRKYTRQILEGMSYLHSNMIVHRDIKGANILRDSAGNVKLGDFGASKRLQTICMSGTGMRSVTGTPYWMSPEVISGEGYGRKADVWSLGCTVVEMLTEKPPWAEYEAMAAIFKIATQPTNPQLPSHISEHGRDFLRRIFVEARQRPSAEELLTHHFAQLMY
# VIM-2 inhibitor – VIM-2 metallo-beta-lactamase inhibitors, primary screen, biochemical, epi-absorbance readout, Pseudomonas aeruginosa enzyme; purified VIM-2, nitrocefin hydrolysis, epi-absorbance fluorescence; inhibition, % at 5.6 µM; hit rate 0.89% among 290,000; AID 1527, 2009;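 active = inhibition above the mean of all tested compounds plus 3 SD, cutoff set per screening run, cut at about 7.5% in these data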;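 also: red hydrolysis product quenches plate fluorescence so inhibitors raise well fluorescence; 0% = enzyme with DMSO and 100% = DMSO without enzyme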
# * hit, by the source's call; . = no result given; [ ] = dose if it differs, or a comment.
SMILES,HCV NS3 hel inh,IMP-1 inh,PHOSPHO1 inh,IDE act,pCIP destab,DNA FID counter,SUMO HTRF inh,MEKK3 PB1 HTS,VIM-2 inhibitor
O=S(=O)(c1ccc(Br)s1)N1CCN(c2ccc(F)cc2)CC1,-7,-0.7,17,4,-14,-13,-35,92,-1.5
CCCc1nnc(SCC(=O)N(CC)CC)n1CC1CCCO1 (configuration not stated),3,-1.9,14,2,7,-4,-2,99,-0.7
O=C(NC(=S)N1CCc2ccccc21)c1ccc(Br)o1,-1,-3.9,21,3,-21,-4,18,100,-2.7
O=[N+]([O-])c1ccc(N2CCCCC2)cc1N1CCOCC1,-3,-3.2,4,0,7,-2,2,.,-2.0
O=C(CNC(=O)c1ccco1)OCC(=O)c1ccc(Cl)cc1Cl,3,-2.7,6,2,-6,3,10,102,-2.0
CN(c1ccc(OCC(=O)OCC(=O)c2c(N)n(C)c(=O)n(C)c2=O)cc1)S(=O)(=O)c1ccc2ccccc2c1,-16,-2.5,-37,2,-11,-24,0,78,-1.5
Cc1cc(C)c(C#N)c(SCC(=O)c2cc(C)n(CCc3ccccc3)c2C)n1,25,-0.9,42,6,-9,-20,5,107,0.4
O=C(C1CCCCC1)N1CCN(S(=O)(=O)c2cccc([N+](=O)[O-])c2)CC1,7,-0.5,59,3,-3,-13,9,95,-2.9
O=C(NCc1ccco1)C1CCN(C(=O)c2cc3sccc3n2Cc2ccc(Cl)cc2)CC1,-9,-1.5,16,1,-16,-43,-1,96,-3.0
Cc1nnc(NC(=O)CSc2nnc(CNC(=O)c3ccc(S(=O)(=O)N(C)C)cc3)o2)s1,-3,-1.7,8,-2,6,-19,6,101,-3.8
CCCCOC(=O)Nc1nnc(CCc2ccccc2)s1,-5,-2.1,8,1,-1,-19,10,94,-1.8
CCOC(=O)Cc1nnc(NC(=O)c2cccc(OCC)c2)s1,7,-3.3,-23,3,8,-12,-7,114,-2.1
COc1ccc(OC)c(N(CC(=O)NN=C2CCN(C)CC2)S(=O)(=O)c2ccccc2)c1,-2,-1.2,51,5,5,-27,0,99,-1.9
O=C(NCC1CCCO1)C1CCCN(Cc2cnn(-c3ccccc3)c2-n2cccc2)C1 (configuration not stated),6,-2.1,7,-2,-4,0,26,97,-4.5
CC(=O)N1CCN(C(C)=O)C1c1ccccc1,7,-7.1,7,-2,-1,1,3,94,-1.6
COc1cc([N+](=O)[O-])cc2cc(C(=O)NC(C)(C)C)c(=O)oc12,5,-3.0,15,4,2,-2,21,106,-2.6
CNC(=O)CSc1nc2c(c(=O)n(C)c(=O)n2C)n1Cc1ccc(C)cc1,5,-4.0,21,-3,-7,-5,-15,100,-5.8
Cc1cccc(C)c1-n1c(SCC(=O)Nc2ccc(C(=O)O)cc2)nnc1-c1cccc(S(=O)(=O)N(C)C)c1,23,-2.2,1,-7,-13,-33,20,.,-1.7
COc1ccc(-c2nn(-c3ccccc3)cc2/C=N/NS(=O)(=O)c2ccccc2)cc1,-3,-1.8,38,3,-2,-7,-3,.,1.3
Cc1cccc(C)c1OCc1nnc(SCC(=O)Nc2nccs2)n1-c1ccccc1,1,-1.3,-9,10,-1,-4,16,101,-0.9
CC(NC(=O)Cn1c(NCCO)nc2ccccc21)c1ccccc1 (configuration not stated),-2,-1.8,1,5,-9,6,6,104,-1.3
O=C(NC(=S)Nc1ccc(S(=O)(=O)N2CCCCCC2)cc1)c1cccs1,-1,0.2,-13,1,1,0,0,107,-1.5
Cc1nc(C(=O)N2CCCC(N3CCN(c4ccccc4C)CC3)C2)cs1 (configuration not stated),0,-1.7,33,8,-9,-15,10,107,-2.9
COc1ccnc(N=CNOCc2cccc(Cl)c2Cl)c1C#N,2,0.2,15,2,-7,2,12,106,-2.3
CC(C)(CNC(=O)c1ccc(NS(=O)(=O)c2ccc(F)cc2)cc1)N1CCOCC1,-2,-1.4,12,-2,-7,11,1,100,0.1
CN(C)c1cc[n+](CC(=O)c2ccc(OC(F)F)cc2)cc1,-13,-2.2,30,5,-20,1,27,106,-2.0
COc1ccc(-n2c(CN3CCN(c4ccccc4OC)CC3)nc3ccc([N+](=O)[O-])cc3c2=O)c(OC)c1,-18,-2.9,5,5,-4,-26,4,101,-5.2
COc1ccc(N(CC(=O)N2CCC(C)CC2)S(=O)(=O)c2c(C)nn(C)c2C)cc1,7,-2.7,2,5,-9,-32,23,105,-4.0
O=C(Nc1ccc(S(=O)(=O)N2CCCC2)cc1Cl)C1=COCCO1,7,-2.9,9,-1,3,-13,15,95,-0.3
Cc1ccc(-c2cc(C(=O)N/N=C/c3c[nH]c4ccccc34)[nH]n2)cc1,8,1.3,-9,0,-8,7,-8,102,-0.6
CCOC(=O)N/N=C(C)/C=C/c1ccccc1,-5,-1.5,-12,4,-28,3,2,105,-2.4
O=C(NC1(C(F)(F)F)NC(=O)N(Cc2cccnc2)C1=O)c1ccc(F)cc1 (configuration not stated),1,-3.1,24,6,-1,-4,-13,101,-3.6
Cc1ccc(SCCC(=O)Nc2ccc(Br)c(C)c2)cc1,3,-4.8,-19,3,-12,-6,2,99,-3.8
COC(=O)c1nn(-c2ccccc2)c(Sc2ccc(OC)cc2)c1/C=N/O,2,-2.0,11,3,-6,-17,28,110,0.1
Cc1ccc2c(C)cc(=S)[nH]c2c1,23,-3.2,-76,0,-5,-1,8,95,-1.0
COC(=O)[C@H](C)NC(=O)c1cc2c(cn1)[nH]c1ccccc12,-10,-1.4,.,-5,-2,-11,9,99,-3.4
CCCn1c(=NC(C)=O)c(C#N)cc2c(=O)n3cccc(C)c3nc21,3,-3.7,.,.,.,1,.,.,5.4
O=C(c1cccnc1)N1CCN(C(=O)c2cccc(Cl)c2)CC1,6,-0.3,19,-4,-1,-3,7,104,2.1
CCCCNc1nc(C)c(C(C)=O)cc1C#N,14,-0.2,15,8,-6,-1,-2,78,1.1
Cc1noc(C)c1S(=O)(=O)N1CCC(C(=O)N2CCN(C3CCCC3)CC2)CC1,4,0.1,52,.,-17,-2,18,.,1.3
COC(=O)c1ccc(COC(=O)c2ccc(N(C)C)cc2)cc1,-6,-1.2,12,-1,-7,-4,-10,107,-1.5
CC(=O)c1ccc(OCC(=O)Nc2ccc3nc(C)sc3c2)cc1,-7,-1.3,-32,3,-4,-14,-16,101,-0.1
CCOc1cc(/C=N/Nc2nnc(C)n2N)ccc1OC(C)=O,18,-0.5,11,0,-4,-4,-3,100,-0.7
CC(O)[C@H]1CNC(=O)C(=O)N1CC1CCCCC1 (some centres not stated),.,.,6,2,-3,.,8,91,.
CCCC(=O)NCCc1cc(OC)c(OC)cc1Br,8,-5.0,6,-4,-6,-6,3,100,-2.2

# One compound at a time, from the list above. Order of screens: HCV NS3 hel inh | IMP-1 inh | PHOSPHO1 inh | IDE act | pCIP destab | DNA FID counter | SUMO HTRF inh | MEKK3 PB1 HTS | VIM-2 inhibitor
# Entry for COC(=O)c1nn(-c2ccccc2)c(Sc2ccc(OC)cc2)c1/C=N/O → 2 | -2.0 | 11 | 3 | -6 | -17 | 28 | 110 | 0.1
# Entry for COC(=O)[C@H](C)NC(=O)c1cc2c(cn1)[nH]c1ccccc12 → -10 | -1.4 | . | -5 | -2 | -11 | 9 | 99 | -3.4
# Entry for CCOC(=O)N/N=C(C)/C=C/c1ccccc1 → -5 | -1.5 | -12 | 4 | -28 | 3 | 2 | 105 | -2.4

# Additional results.
SMILES,HCV NS3 hel inh,IMP-1 inh,PHOSPHO1 inh,IDE act,pCIP destab,DNA FID counter,SUMO HTRF inh,MEKK3 PB1 HTS,VIM-2 inhibitor
COc1cccc(C(=O)C2CCCN(Cc3cn(CC(N)=O)c4ccccc34)C2)c1 (configuration not stated),-2,-1.4,28,5,7,14,2,102,-4.0
COc1ccc(C(=O)O)cc1S(=O)(=O)N1CCCc2ccccc21,3,-3.1,3,2,-5,-18,13,98,-3.6
C=CCOc1c(Br)cc(CNn2cn[nH]c2=S)cc1OC,13,-4.0,12,6,6,-10,-2,102,-3.3
COc1ccc(NC(=O)CSc2nnc(-c3ccccc3)n2Cc2ccco2)c(OC)c1,-11,-0.2,41,1,11,-18,-15,99,-0.7
C=CCC1NCCc2c(Br)cccc21 (configuration not stated),3,-3.1,22,6,-13,-1,-11,110,-0.3
CC(C)(CC(=O)O)CC(=O)O,27,3.9,-13,5,5,2,4,95,1.6
COc1ccc(C(=O)OC(C(=O)c2ccccc2)c2ccccc2)cc1 (configuration not stated),-6,-1.3,22,2,2,-11,-12,103,-4.9
COc1ccc(NC(=O)CN2C(=O)C(C)Oc3ccccc32)cc1 (configuration not stated),0,-2.7,-26,-3,2,-3,18,84,-3.7
O=C(CCCC(=O)c1ccccc1)NCCc1ccccc1,-15,-4.7,-3,0,-5,-14,7,104,-2.9
CCc1ccc(CN2CCC(n3nccc3NC(=O)c3ccccc3C)CC2)cc1,-56,-0.6,-2,5,26,27,11,96,2.7
CCN(CC)CCN(C(=O)C1=COCCO1)c1nc2c(OC)ccc(OC)c2s1,-4,-3.6,34,2,0,19,8,104,8.9*
Cc1ccc(S(=O)(=O)n2cnc3cc([N+](=O)[O-])ccc32)cc1C,-5,-0.8,25,4,-2,1,-15,102,-4.2
Cc1ccc(S(=O)(=O)/N=S(\C)C(C)C)cc1 (configuration not stated),-8,0.1,3,-1,-11,-3,-7,2.0*[inhibitor],-4.0
N#CCCN(CCC#N)c1nncs1,6,-4.8,11,0,-12,-2,25,105,-5.0
O=C(CCS(=O)(=O)c1ccc2c(c1)NC(=O)CS2)NCCc1ccc(Cl)cc1,2,-2.2,17,2,6,-31,-14,100,-0.8
Cc1cc(C)c(C#N)c(SCCS(=O)(=O)c2ccc(C(C)(C)C)cc2)n1,4,0.6,6,1,-9,0,-15,109,-1.2
CCCCN1CCc2c1nc1ccc(Br)cc1c2N,9,-3.9,9,-1,-4,7,0,106,0.3
Oc1ccc(Br)cc1-c1cc(-c2ccc(Cl)cc2)n[nH]1,1,0.3,10,5,-14,4,-13,107,-5.3
CCC(=O)Nc1ccc(N2CCCCC2)c(C(=O)Nc2ccccc2C)c1,7,-1.3,-1,0,5,-17,12,98,1.5
Cc1cccc(C(=O)NC2C(=O)NNC2c2ccc(Cl)cc2)c1 (configuration not stated),15,1.6,-11,1,3,-8,75,106,0.1
CCN(C(=O)COC(=O)Cn1cnc2c1c(=O)n(C)c(=O)n2C)C1CCS(=O)(=O)C1 (configuration not stated),-2,1.0,33,9,5,-2,19,90,0.2
Cc1ccc(-c2csc3nc4cc(C(=O)NC5CCC(O)CC5)ccc4c(=O)n23)cc1 (configuration not stated),.,.,34,1,-12,.,11,105,.

# Screening data as filed in PubChem.

# These rows are one share of the data (hit frequency here may not be typical).
